Screens (PubChem BioAssay)
Rtt109 Vps75: C. albicans Rtt109 histone acetyltransferase inhibition | Q5AAJ8 | 330,000 compounds, 0.16% hits | purified Rtt109/Vps75, ThioGlo CoA-SH fluorescence, 4 h | inhibition, % at 34.9 µM;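 active = inhibition of at least 50% in every replicate; inconclusive = best replicate reaches 50% inhibition but some replicates fall short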
SR-BI HDL uptake: blocks mouse SR-BI lipid uptake from DiI-HDL; Q61009; ldlA[mSR-BI] CHO cells, DiI-HDL uptake fluorescence, 3 h; inhibition, % at 12.5 µM; 320,000 compounds, 0.96% hits; AID 488896;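 active = mean replicate inhibition of at least 70% and a set share of replicates each scoring 70 or more; inconclusive = meets just one of the two criteria; inactive = fails both criteria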;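 also: 0% = median of neutral control wells and 100% = median of positive control wells; values of inactives mirror those of a sister screen read the other way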
cardiac RTF act: cardiac RTF calcium sensitization; P19429+P45379; IANBD-labeled TnC RTF fluorescence at EC20 calcium; 0% EC20 calcium, 100% full calcium; activation, % at 7.2 µM; 340,000 compounds, 0.24% hits; AID 493008;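 active = activation above the mean over all tested compounds plus 3 SD, cut at about 30% in these data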;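 also: rise in fluorescence read as greater calcium sensitivity of cardiac thin filaments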
PvdQ acylase: P. aeruginosa PvdQ acylase inhibition | purified PvdQ acylase, fluorescence plate reader | 340,000 compounds, 0.063% hits | inhibition, % at 10 µM; in the data active = inhibition above about 30%, passing the limit was not always enough; inconclusive = no clear call, values can overlap the other calls;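 also: 0% = vehicle neutral wells and 100% = reference inhibitor wells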
CDK5 inh: CDK5/p35 (human) kinase inhibition | Q00535+Q15078 | Recombinant CDK5/p35, ADP-Glo luminescence, 60 min | inhibition, % at 10 µM | 330,000 compounds, 0.01% hits | AID 488839;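 active = highest replicate inhibition of at least 50% and at least 75% of replicates reaching 50%; inconclusive = only one of the two criteria met; inactive = both criteria failed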;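 also: plate controls were DMSO neutral control for no effect and GW8510 at 10 µM for full effect; many of its hits are not listed in these tables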
Target sequence (Q00535 whole entry, looked up): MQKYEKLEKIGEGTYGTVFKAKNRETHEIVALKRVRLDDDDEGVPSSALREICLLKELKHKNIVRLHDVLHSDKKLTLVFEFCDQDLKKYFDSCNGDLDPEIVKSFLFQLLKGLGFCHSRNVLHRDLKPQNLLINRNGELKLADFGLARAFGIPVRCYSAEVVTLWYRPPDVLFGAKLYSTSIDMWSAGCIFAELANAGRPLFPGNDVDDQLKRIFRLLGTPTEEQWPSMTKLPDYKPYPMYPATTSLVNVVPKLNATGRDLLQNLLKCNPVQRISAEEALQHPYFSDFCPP
Target sequence (Q15078 whole entry, looked up): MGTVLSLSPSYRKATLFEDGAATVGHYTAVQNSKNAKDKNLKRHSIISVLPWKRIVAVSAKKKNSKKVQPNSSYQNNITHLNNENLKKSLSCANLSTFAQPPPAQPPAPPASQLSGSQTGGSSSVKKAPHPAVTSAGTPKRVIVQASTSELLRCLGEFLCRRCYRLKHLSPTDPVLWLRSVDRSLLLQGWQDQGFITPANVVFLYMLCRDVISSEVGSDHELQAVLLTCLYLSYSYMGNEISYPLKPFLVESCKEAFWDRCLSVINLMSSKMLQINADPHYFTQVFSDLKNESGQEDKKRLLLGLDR
Wnt bcat act: activators of Wnt/beta-catenin signaling; 300,000 compounds, 1.2% hits; activation, % at 9.35 µM; AID 743398; Wnt/beta-catenin reporter cell assay, activator, plate reader; in the data active = activation above about 30%, passing the limit was not always enough; inconclusive = no clear call, values can overlap the other calls;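 also: 0% = neutral control wells and 100% = positive control wells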
SR-BI DiI-HDL act: enhances SR-BI lipid uptake from DiI-HDL; CHO ldlA[mSR-BI] cells, DiI-HDL uptake fluorescence, 3 h; 100 = double the neutral-control signal; AID 504775; activation, % at 12.5 µM; 320,000 compounds, 0.096% hits;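 active = mean replicate activation of at least 60% and every replicate at or above 60%; inconclusive = mean or all-replicate condition met, but not both; inactive = mean below 60% and not all replicates reaching 60%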;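 also: 0% = median plate neutral-control signal and 100% = twice that signal; values of inactives mirror those of a sister screen read the other way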
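Material: SR-BI-overexpressing, LDLR-lacking CHO cells | Dosing: Single compound concentration, delivered by pin transfer | Probe or stimulus: Labelled HDL, 10 µg/mL | Signal: Bottom-read cell fluorescence after medium removal, ex 550/em 595 nm | Schedule: 3 h, 37 °C | Evaluation: HDL uptake via cellular fluorescence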
dFosB activator: enhances mouse delta FosB homodimer DNA binding; 340,000 compounds, 0.99% hits; activation, % at 25 µM; purified delta FosB, TAMRA-CDK5 oligo fluorescence polarization; percent of positive-control signal above neutral wells;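 active = mean activation above about 17%, with every replicate also reaching it, limit read from the data, passing the limit was not always enough; inconclusive = only one of the two conditions met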;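 also: fluorescence polarization rise as delta FosB binds a TAMRA Cdk5 AP-1 oligo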
Target sequence (P13346 whole entry, looked up): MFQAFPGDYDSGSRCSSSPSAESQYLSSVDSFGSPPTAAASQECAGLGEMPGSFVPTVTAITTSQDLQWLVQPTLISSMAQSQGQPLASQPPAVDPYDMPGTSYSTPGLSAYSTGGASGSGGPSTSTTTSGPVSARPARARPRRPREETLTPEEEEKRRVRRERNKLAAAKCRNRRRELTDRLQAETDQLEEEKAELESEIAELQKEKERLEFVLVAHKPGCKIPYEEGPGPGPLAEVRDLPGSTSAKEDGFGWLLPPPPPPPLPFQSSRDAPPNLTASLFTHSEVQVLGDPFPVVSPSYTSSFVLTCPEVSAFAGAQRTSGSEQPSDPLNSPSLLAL
MITF TRPM1 HTS: activators of MITF-driven TRPM1 promoter activity in SK-MEL-5 cells. activation, % at 12.5 µM. AID 588334. 300,000 compounds, 0.75% hits. SK-MEL-5 TRPM1-promoter luciferase, 24 h; % of positive control, neutral wells = 0;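 active = mean activation of at least 80% with every replicate also reaching 80%; inconclusive = mean reaches 80% but some replicate falls short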;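 also: 0% = neutral control wells and 100% = parthenolide positive control wells; values of inactives mirror those of a sister screen read the other way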
HTR5A ag: counter-screen for OPRM1-OPRD1 agonists: human HTR5A agonism. activation, % at 9.3 µM. HTR5A agonist assay, luminescence, cell-based. 340,000 compounds, 0.61% hits; in the data active = activation mostly above about 9.5%, no sharp cut-off; inactive = mostly below about 7.6%;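 also: 0% = cells with vehicle only and 100% = reference agonist; strong numbers were not always called active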
Active calls of the source: *; u = inconclusive; x = not tested or not shown.

SMILES | Rtt109 Vps75 | SR-BI HDL uptake | cardiac RTF act | PvdQ acylase | CDK5 inh | Wnt bcat act | SR-BI DiI-HDL act | dFosB activator | MITF TRPM1 HTS | HTR5A ag
O=C(c1ccc(S(=O)(=O)N2CCOCC2)cc1)N(c1ccccc1)C1C=CS(=O)(=O)C1 (stereo not drawn) | -2 | -17 | -3 | 9 | 5.9 | x | 17 | -8 | -4 | -3
O=C(c1cccs1)N(c1cccc(Cl)c1)C1C=CS(=O)(=O)C1 (stereo not drawn) | 1 | -20 | 6 | -14 | -4.5 | -1 | 20 | -4 | -4 | -4
OCCNc1nc2ccccc2n1-c1ccccc1 | 13 | -4 | -2 | -2 | 0.2 | x | 4 | 2 | 0 | -5
Cc1ccc(SCC(=O)OCC(=O)NC2CCCCCC2)cc1 | 2 | 0 | 1 | -18 | 1.7 | -2 | 0 | -10 | -5 | 4
COc1ccc(-c2sc3ccc(OC)cc3c2C#CCCO)cc1 | 10 | 46 | 14 | -15 | 1.5 | x | -46 | -4 | -8 | 1
Cc1cc(C)c(NC(=S)N(CCN(C)C)C(C)c2cccnc2)c(C)c1 (stereo not drawn) | -3 | -14 | 3 | 3 | -0.8 | -1 | 14 | -1 | -2 | 1
COc1cccc(-c2ccc(SCC(=O)NCCc3ccccc3)nn2)c1 | 2 | -15 | 0 | -12 | 1.1 | -2 | 15 | -9 | -6 | -1
CCNC(=O)N(C)C[C@H]1N[C@@](Cc2ccccc2)(C(=O)OC)[C@H]2C(=O)N(C)C(=O)[C@@H]12 | -4 | -16 | -2 | -3 | -0.5 | -2 | 16 | 3 | -1 | 0
Cc1ccc2c(c1)c1c3n2CCN=C3CCC1 | -10 | -3 | 2 | -9 | -0.5 | -16 | 3 | 1 | 2 | 1
O=C(Cn1c2[n+](c3ccc(C(F)(F)F)cc31)CCCCC2)c1ccc2c(c1)OCCO2 | -1 | -21 | -1 | -15 | -5.8 | -2 | 21 | -8 | -14 | 1
Cc1ccc(S(=O)(=O)N(C)C(=O)NC(=O)NS(=O)(=O)c2ccccc2)cc1 | x | -28 | -6 | 13 | 0.2 | -10 | 28 | -5 | 7 | 0
O=C(c1ccc(Br)o1)N1CC=C(c2ccccc2)CC1 | -2 | 8 | -4 | -8 | 0.3 | 0 | -8 | -10 | -8 | -4
Fc1ccc(-c2nnc(-c3ccc4ccccc4c3)o2)cc1 | 2 | -1 | -1 | -6 | 1.1 | -3 | 1 | -25 | 1 | -1
Cc1cc(NC(=O)COC(=O)C2=COCCO2)c([N+](=O)[O-])cc1C | -4 | -16 | 3 | -6 | 1.1 | -2 | 16 | -5 | 9 | -1
CCOc1ccc(N2CC(C(=O)Nc3cc(Cl)ccc3-n3cncn3)CC2=O)cc1 (stereo not drawn) | 12 | -7 | -6 | 9 | 1.2 | -1 | 7 | -5 | 2 | -6
CCCCCCc1ccc(N2C[C@H](CCCCC)[C@@H](CC(=O)NCc3ccc(OC)cc3)C2=O)cc1 | -18 | 52 | 7 | -17 | -0.8 | -7 | -52 | -2 | -3 | -5
O=Cc1ccccc1OCCOc1ccc([N+](=O)[O-])cc1 | 6 | -16 | 2 | -21 | 1.3 | -4 | 16 | 10 | -9 | 2
COc1ccc(C(=O)N/N=C2\CCc3ccccc32)cc1OC | 7 | 33 | 0 | 1 | -0.8 | 1 | -33 | -12 | -5 | -3
COc1ccc(Nc2ccc(C(F)(F)F)cc2[N+](=O)[O-])cn1 | 2 | 5 | 0 | -15 | -1.1 | 1 | -5 | -1 | 3 | 1
Cc1ccc(SCC(=O)NNC(=O)c2ccc(S(C)(=O)=O)cc2)cc1 | -2 | x | -4 | -11 | -1.1 | 0 | x | -1 | x | -4
O=C1CCc2cc(S(=O)(=O)N3CCN(c4cccc(Cl)c4)CC3)ccc2N1 | -5 | -18 | 6 | -11 | -1.1 | x | 18 | -6 | 0 | 2
O=C(Nc1cc(S(=O)(=O)N2CCOCC2)ccc1Oc1ccc(F)cc1)C1=COCCO1 | 5 | 7 | 1 | -4 | -1.4 | 0 | -7 | -13 | -4 | -6
Cc1cc(S(=O)(=O)N2CCOCC2)ccc1OCC(=O)N1CCC(C(N)=O)CC1 | -12 | -15 | -3 | -5 | 1.9 | 2 | 15 | 1 | -2 | 0
CN(C(=O)C1CCN(c2ncnc3c2nc2n3CCCCC2)CC1)C1CCCCC1 | 2 | 17 | -2 | -12 | x | -1 | -17 | -7 | -17 | -3
CCC(C)(C)NC(=O)c1ccc2c(c1)N(CC(=O)NC1CCCC1)C(=O)C(C)(C)O2 | 2 | -14 | -10 | -16 | -0.2 | 1 | 14 | -11 | 1 | 8
O=C(NCCNS(=O)(=O)c1ccc(Cl)cc1)c1cc(OCC(F)(F)F)ccc1OCC(F)(F)F | 1 | 29 | 8 | -15 | -1.6 | -6 | -29 | -6 | -6 | 2
Cc1ccc(C)c(NC(=S)N2CCC(NC(=O)c3ccccc3)CC2)c1 | 9 | -2 | -3 | -26 | -3.6 | -1 | 2 | -10 | 0 | 8
CC(C)(C)NC(=O)C1CCCN(S(=O)(=O)c2ccc(-n3cnnn3)cc2)C1 (stereo not drawn) | 3 | -17 | -1 | -7 | -3.3 | -4 | 17 | -9 | 2 | 2
Cc1oc(C)c(C(N)=O)c1C(N)=O | 8 | -5 | 0 | 4 | -1.0 | -1 | 5 | 4 | 11 | -2
CSc1nc(N)nc(SCC(=O)OC(C)C)c1C#N | 6 | -13 | -1 | -4 | -2.8 | 17 | 13 | -5 | x | -2
CC1CCN(C(=O)CSc2nc(N)cc(N)n2)CC1 | 3 | -3 | 9 | -10 | -0.9 | -7 | 3 | 1 | 10 | -2
CN(C(=O)c1ccc(NC(=O)Cc2ccc([N+](=O)[O-])cc2)cc1)C1CC1 | 3 | x | -2 | -8 | 0.1 | -5 | x | -7 | 7 | 6
COc1ccc2c(=O)c3c(=O)n(CCc4ccccc4)c(C(C)C)nc3oc2c1 | -2 | x | 4 | -14 | 1.2 | -2 | x | -13 | x | 2
CCN(Cc1ccccc1)C(=O)c1cc(-c2ccc(OC)c(OC)c2)nc2ccccc12 | -9 | 49 | -4 | -9 | -7.9 | 0 | -49 | -12 | 0 | 3
O=C1N(c2ccccc2)C(c2ccccc2)N2CCCN12 (stereo not drawn) | 10 | -64 | -1 | 3 | 0.2 | -1 | u | 3 | -5 | -4
Cc1c(C(=O)N2CCN(c3ccccn3)CC2)sc2ncnc(N3CCOCC3)c12 | 2 | -1 | -1 | 1 | 1.3 | 0 | 1 | -5 | -17 | -1
O=C(CSc1nnc2scc(-c3ccccc3)n12)NCC1CCCO1 (stereo not drawn) | -4 | -3 | 0 | -10 | 0.7 | x | 3 | -6 | 3 | -2
Cc1cc(Cl)ccc1NC(=O)C(=O)N/N=C/c1ccc2c(c1)OCO2 | -3 | -14 | -3 | -1 | 0.7 | -1 | 14 | -4 | 4 | -2
O=C1C(=O)N(c2nccs2)C(c2ccccc2F)/C1=C(\O)c1ccc2c(c1)OCCO2 (stereo not drawn) | 14 | -20 | -2 | -12 | 1.3 | -4 | 20 | -10 | -16 | 0
O=C1CCc2cc(S(=O)(=O)N3CCCCC3)cc3c2N1CCC3 | 2 | -5 | 2 | 6 | 0.9 | -4 | 5 | -2 | 14 | -1
CCOC(=O)c1sc(=NC(=O)c2ccc(OC(C)C)cc2)n(C)c1C | -1 | 70 | 1 | -5 | -0.1 | -1 | -70 | -2 | -25 | 0
N#C/C(=C1\CCCN1)c1nc(-c2ccccc2)cs1 | 18 | 35 | 3 | 2 | 2.2 | x | -35 | -4 | 42 | 2
Cc1onc(-c2ccccc2)c1C(=O)OCCOc1cccc(Cl)c1 | 1 | -7 | 8 | -4 | 1.0 | -5 | 7 | -5 | -19 | -1
CCOC(=O)N1CCN(Cc2ccc3c(c2)OCO3)CC1 | 5 | 9 | 2 | 6 | -2.7 | 2 | -9 | 6 | 3 | 4
O=C(NCc1ccc2c(c1)OCO2)c1c(O)nc2sccn2c1=O | -2 | -39 | 1 | -3 | -1.5 | -1 | 39 | 3 | 3 | 9
Cc1cc(C(=O)CSc2n[nH]c(N)n2)c(C)n1C1CC1 | -3 | -20 | 8 | -10 | 2.0 | x | 20 | 0 | 5 | 5
O=C(N[C@H]1CCC(=O)N(CCSc2ccc(Br)cc2)CC1)OCc1ccccc1 | 7 | 37 | -3 | -6 | -1.5 | -6 | -37 | -6 | -7 | 3
O=C(NCCCCNC(=O)c1ccc(Br)cc1)c1ccc(Br)cc1 | 5 | -7 | 0 | -2 | -0.9 | 4 | 7 | -6 | 2 | 3
CC(C)(C)NC(=O)C(c1ccccc1)N(Cc1ccco1)C(=O)c1csnn1 (stereo not drawn) | -11 | -18 | -3 | -11 | 1.6 | x | 18 | -6 | -2 | 8
CCC(=O)Nc1ccc(-c2nnc(SCc3ccc(C(=O)Nc4nccs4)cc3)n2CC)cc1 | -2 | 47 | -3 | 4 | 0.1 | x | -47 | -6 | 21 | -4
CCOC(=O)CSc1nc(=O)n2ccccc2n1 | -4 | -16 | 2 | 13 | 1.4 | -3 | 16 | -2 | -2 | 5
Cc1ccc(C(=O)NCC(=O)NCCc2ccc(S(N)(=O)=O)cc2)s1 | 4 | x | 0 | -12 | 0.0 | 4 | x | 0 | 3 | 1
CC(C)CC1=NN(C(=O)c2ccco2)C(O)(C(F)(F)F)C1 (stereo not drawn) | -10 | -19 | 0 | -5 | 1.2 | -1 | 19 | 2 | -12 | -2
CC(=O)c1ccc(S(=O)(=O)N2CCN(CCOc3ccc(Br)cc3)CC2)cc1 | 19 | 13 | -2 | 9 | 0.2 | 6 | -13 | 5 | -1 | 8
O=C(c1ccc(N2CCOCC2)c([N+](=O)[O-])c1)N1CCN(Cc2ccccc2)CC1 | 2 | x | -3 | -11 | 0.4 | -1 | x | -7 | 10 | 3
COc1ccc(N=CC2=C(O)c3ccccc3C2=O)cc1 | -3 | -36 | -1 | -4 | 3.4 | -13 | 36 | 1 | -32 | -1
COc1ccc(CNC(=O)NCc2ccc(OC)c(OC)c2)cc1OC | 3 | -16 | 9 | -13 | 2.8 | -2 | 16 | -2 | -6 | 5
COc1ccc(CN(C)C(=O)COC(=O)c2c(C)nn(-c3ccc(F)cc3)c2Cl)cc1 | 3 | 4 | -4 | -10 | 0.6 | 0 | -4 | -11 | -2 | 5
O=C(NCc1ccccn1)c1cc2n(n1)C(C(F)(F)F)CC(c1ccco1)N2 (stereo not drawn) | 2 | 0 | 4 | -7 | -0.6 | 0 | 0 | -3 | -3 | -3
CCOc1ccc(NC(=O)CSc2nc3ccccc3c(=O)n2Cc2cccs2)cc1 | 19 | -18 | -7 | 4 | 0.3 | x | 18 | 3 | -3 | 0
